Assay outcomes deposited in PubChem BioAssay by several laboratories.
DNMT1 block – blocks human DNA methyltransferase DNMT1. AID 588458. actives 0.83% (n = 360,000). P26358. inhibition (reported as % activation of signal), % at 10 µM. DNMT1 molecular beacon, Hinp1I cleavage, fluorescence; in the data active means inhibition above about 50%
LMPTP block – blocks human LMPTP phosphatase. P24666. recombinant LMPTP-A, OMFP fluorogenic substrate, fluorescence intensity. inhibition, % at 20 µM. actives 0.22% (n = 360,000);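 active means compounds that cut the enzyme signal by at least half of the control window in the single-dose screen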;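 further: plate controls were DMSO wells with enzyme plus substrate for no effect and substrate without enzyme for full effect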
Target sequence (P24666 whole entry, looked up): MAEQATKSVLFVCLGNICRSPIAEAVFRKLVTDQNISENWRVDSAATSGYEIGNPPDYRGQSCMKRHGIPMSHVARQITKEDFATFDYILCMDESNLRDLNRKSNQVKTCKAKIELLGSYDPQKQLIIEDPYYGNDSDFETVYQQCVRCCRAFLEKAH
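Test system – LMPTP-A enzyme · Amount – LMPTP-A at 0.625 nM final in the reaction · Buffer or medium – Bis-Tris pH 6.0, DTT, detergent · Reagent – OMFP 400 µM · Doses – single 20 µM dose · Schedule – reaction 50 min, room temperature, dark · Detection – fluorescence intensity of OMFP turnover product · Evaluation – percent inhibition versus substrate-only and uninhibited controls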
STEP inh – inhibitors of human striatal-enriched phosphatase STEP; P54829; recombinant STEP, OMFP fluorogenic substrate, fluorescence; inhibition, % at 20 µM; actives 0.25% (n = 360,000); AID 588621;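 active means inhibition at 20 µM, scaled per plate between control wells, above about 37%, limit read from the data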;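 further: 0% = DMSO with enzyme and substrate and 100% = substrate only without enzyme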
Target sequence (P54829 whole entry, looked up): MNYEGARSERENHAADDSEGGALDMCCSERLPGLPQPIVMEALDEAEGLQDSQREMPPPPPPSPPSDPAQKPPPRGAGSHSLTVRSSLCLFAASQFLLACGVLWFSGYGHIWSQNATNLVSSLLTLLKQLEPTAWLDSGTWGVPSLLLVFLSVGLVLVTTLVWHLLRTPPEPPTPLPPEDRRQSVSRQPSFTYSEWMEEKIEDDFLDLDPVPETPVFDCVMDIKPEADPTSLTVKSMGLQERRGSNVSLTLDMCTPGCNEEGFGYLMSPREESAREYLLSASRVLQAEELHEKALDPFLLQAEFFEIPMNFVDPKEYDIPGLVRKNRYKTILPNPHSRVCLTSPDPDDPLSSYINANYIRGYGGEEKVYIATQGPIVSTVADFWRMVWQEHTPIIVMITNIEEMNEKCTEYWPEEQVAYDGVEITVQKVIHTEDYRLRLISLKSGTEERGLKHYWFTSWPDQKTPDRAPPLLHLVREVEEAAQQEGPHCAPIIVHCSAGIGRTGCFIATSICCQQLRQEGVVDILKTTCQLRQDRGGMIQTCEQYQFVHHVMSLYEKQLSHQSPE
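Test system: STEP tyrosine phosphatase / Reagent: OMFP at 25 µM / Doses: 20 µM, 1% DMSO / Read-out: percent inhibition scaled to no-enzyme and uninhibited-enzyme controls, plate-pattern corrected / Detection: FITC-channel fluorescence of OMFP product / Medium: Bis-Tris buffer pH 6.0, 2.5 mM DTT, 0.005% Tween 20 / Schedule: 20 min at room temperature, dark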
SKN-1 block – inhibitors of C. elegans SKN-1 | C. elegans VP596 Pgst-4::GFP/RFP ratio, acrylamide-induced, 24 h | inhibition, % at 21.8 µM | actives 0.49% (n = 360,000) | AID 624304;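 active means interference check ratio from 0.5 to 1.5 plus GFP to RFP signal ratio inhibition reaching or exceeding a fixed threshold, cut at about 30% in these data, passing the limit was not always enough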; further: some compounds called inactive have numbers as strong as hits
Neddyl block – blocks human cullin neddylation; AID 651699; TR-FRET cullin neddylation, biochemical; P61081+Q13564; actives 0.58% (n = 360,000); calls only at 25 µM; in the data active means inhibition above about 36%
NRP1-CendR mod – modulators of CendR peptide binding to human neuropilin-1. actives 0.85% (n = 360,000). O14786. FAM-RPARPAR peptide binding to NRP-1, fluorescence polarization. AID 602438. inhibition, % at 25 µM;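 active means inhibition or corrected inhibition above about 18%, plus a signal ratio from 0.5 to 1.5, limit read from the data, passing the limit was not always enough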; further: strong numbers were not always called active
SUMO1 PPI mod – SUMO1-SIM interaction modulation; actives 0.33% (n = 360,000); P63165; inhibition, % at 20 µM; SUMO1 binding to a labelled peptide, TR-FRET, 1 h; AID 602429; in the data active means inhibition above about 37%
Target sequence (P63165 whole entry, looked up): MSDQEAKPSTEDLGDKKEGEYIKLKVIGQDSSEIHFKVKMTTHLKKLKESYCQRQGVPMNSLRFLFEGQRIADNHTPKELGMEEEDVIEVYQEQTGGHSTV
Scp-1 inhibitor – inhibitors of human Scp-1 phosphatase; Q9GZU7; Recombinant Scp1, phosphopeptide, malachite green phosphate absorbance; inhibition, % at 20 µM; actives 0.88% (n = 340,000);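 active means inhibition above about 50% at 20 µM, limit read from the data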;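 further: plate controls were DMSO wells with enzyme for no effect and wells lacking enzyme for full effect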
Target sequence (Q9GZU7 76-261 limits assumed): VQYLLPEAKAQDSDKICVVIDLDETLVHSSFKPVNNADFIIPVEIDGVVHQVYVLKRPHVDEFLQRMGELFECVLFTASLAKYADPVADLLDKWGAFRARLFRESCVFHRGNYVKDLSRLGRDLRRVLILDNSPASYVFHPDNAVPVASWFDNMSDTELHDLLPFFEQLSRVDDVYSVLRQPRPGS
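Test system: SCP-1 catalytic domain; Buffer or medium: Acidic Tris acetate buffer with magnesium and detergent; Also added: Phosphorylated 17-residue peptide substrate; Compound: single 20 µM dose, 1% DMSO; Schedule: enzyme reaction 45 min at room temperature, colour 5 min, stabilisation 30 min; Signal: Phosphate-binding colour reagent, absorbance read at 630 nm.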
NadD block – blocks S. aureus nicotinate mononucleotide adenylyltransferase; purified NadD enzyme, colorimetric absorbance read-out; inhibition, % at 20 µM; actives 0.78% (n = 360,000); AID 602399; in the data active means inhibition above about 26%; further: some compounds past the cut are filed as inactive
TbMetRS inhib – blocks T. brucei methionyl-tRNA synthetase activity. inhibition, % at 11.9 µM. actives 0.4% (n = 360,000). AID 624268. purified T. brucei MetRS, ATP depletion, Kinase-Glo luminescence;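 active means inhibition above a per-plate cutoff of the control wells' mean inhibition plus 3 SD, cut at about 5.5% in these data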;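 further: 0% = DMSO wells median and 100% = median of wells with control inhibitor compound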
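Test system – parasite MetRS enzyme · Reagent – substrates ATP, L-methionine and bulk Escherichia coli tRNA · Doses – 11.9 µM compound single dose, 0.9% DMSO · Times – 15 min enzyme-compound preincubation, 2 h reaction, 10 min detection, 25 °C · Signal – Kinase-Glo luminescence, ATP depletion format · Controls – DMSO-only wells as low control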
Starred values were filed as active, the others as inactive; & = joins results of further samples.

What do the screens show for `COc1cc(C)ccc1OCCOCCOc1ccccc1Br`?
DNMT1 block: -2; LMPTP block: 1.7; STEP inh: -1; SKN-1 block: 12; Neddyl block: inactive; NRP1-CendR mod: -3; SUMO1 PPI mod: 2; Scp-1 inhibitor: -18; NadD block: -5; TbMetRS inhib: -1.1

How did Cc1nc(CNS(=O)(=O)c2ccc(Oc3ccccc3)cc2)cs1 do in these assays?
DNMT1 block: 3; LMPTP block: -1.2; STEP inh: 1; SKN-1 block: -2; Neddyl block: inactive; NRP1-CendR mod: -5; SUMO1 PPI mod: 1; Scp-1 inhibitor: -3; NadD block: 2; TbMetRS inhib: -1.5

What do the screens show for `Cc1ccc(N2CCC3CC2c2cc(-c4ccc(C(F)(F)F)cc4)ccc23)cc1` (centres undefined)?
DNMT1 block: 1; LMPTP block: 1.1; STEP inh: 6; SKN-1 block: 7; Neddyl block: inactive; NRP1-CendR mod: -3; SUMO1 PPI mod: -5; NadD block: 1; TbMetRS inhib: -0.7

Results for Cc1ccc(S(=O)(=O)NC2c3cccc4cccc(c34)C2Sc2nc(C)cc(C)n2)cc1 (centres undefined) ?
DNMT1 block: -18; LMPTP block: 3.5; STEP inh: 0; SKN-1 block: 13; Neddyl block: inactive; NRP1-CendR mod: 9; SUMO1 PPI mod: -2; Scp-1 inhibitor: -6; NadD block: 16; TbMetRS inhib: -0.2

Results for CC(=O)c1ccc(S(=O)(=O)Nc2ccc(C(=O)NCC(c3cccs3)N3CCOCC3)cc2)cc1 (centres undefined) ?
DNMT1 block: 3; LMPTP block: 1.3; STEP inh: 1; SKN-1 block: -8; Neddyl block: inactive; NRP1-CendR mod: 11; SUMO1 PPI mod: 2; Scp-1 inhibitor: -4; NadD block: 8; TbMetRS inhib: -0.4

What do the screens show for `Cc1cc(C)cc(NC(=O)/C=C/c2ccc([N+](=O)[O-])s2)c1`?
DNMT1 block: 14; LMPTP block: 4.0; STEP inh: 3; SKN-1 block: 4; Neddyl block: inactive; NRP1-CendR mod: -7; SUMO1 PPI mod: -4; Scp-1 inhibitor: 0; NadD block: -4; TbMetRS inhib: -0.8

How did OCCC1CN(CCCn2cccn2)CCN1Cc1ccccc1 (centres undefined) do in these assays?
DNMT1 block: 0; LMPTP block: 0.9; STEP inh: -4; SKN-1 block: 6; Neddyl block: inactive; NRP1-CendR mod: -1; SUMO1 PPI mod: -1; Scp-1 inhibitor: -3; NadD block: 1; TbMetRS inhib: -0.5

How did CCCCOc1cc(CC2CNC(=O)N2)ccc1OC (centres undefined) do in these assays?
DNMT1 block: -1; LMPTP block: -1.6; STEP inh: 6; SKN-1 block: -13; Neddyl block: inactive; NRP1-CendR mod: 5; SUMO1 PPI mod: 2; Scp-1 inhibitor: -9; NadD block: 1; TbMetRS inhib: -0.1

Results for CC1CCc2nc(NC(=O)C3CC3)sc2C1 (centres undefined) ?
DNMT1 block: -2; LMPTP block: 0.3; STEP inh: -3; SKN-1 block: -8; Neddyl block: inactive; NRP1-CendR mod: 5; SUMO1 PPI mod: 1; Scp-1 inhibitor: 1; NadD block: -2; TbMetRS inhib: -0.3

How did CCn1c(O)c(N=NC(=O)CNC(=O)c2ccco2)c2ccccc21 do in these assays?
DNMT1 block: -1; LMPTP block: -1.2; STEP inh: -1; SKN-1 block: 1; Neddyl block: inactive; NRP1-CendR mod: 0; SUMO1 PPI mod: -24; Scp-1 inhibitor: -1; NadD block: -6; TbMetRS inhib: -0.6

How did CC(CCc1ccccc1)NC(=O)c1cccc(F)c1 (centres undefined) do in these assays?
DNMT1 block: 0; LMPTP block: -0.1; STEP inh: -1; SKN-1 block: -8; Neddyl block: inactive; NRP1-CendR mod: 1; SUMO1 PPI mod: 3; Scp-1 inhibitor: -6; NadD block: -5; TbMetRS inhib: 0.0

How did O=S(=O)(Nc1cccnc1)c1cccs1 do in these assays?
DNMT1 block: -3; LMPTP block: -1.3; STEP inh: -4; SKN-1 block: 2; Neddyl block: inactive; NRP1-CendR mod: 1; SUMO1 PPI mod: 5; Scp-1 inhibitor: 0; NadD block: 0; TbMetRS inhib: -0.1

What do the screens show for `CCn1cc(C(=O)Nc2ccc(C)c([N+](=O)[O-])c2)cn1`?
DNMT1 block: -9; LMPTP block: -1.0; STEP inh: -1; SKN-1 block: 5; Neddyl block: inactive; NRP1-CendR mod: 0; SUMO1 PPI mod: -11; Scp-1 inhibitor: -6; NadD block: -2; TbMetRS inhib: -1.6

What do the screens show for `Cc1ccc(S(=O)(=O)N(CC(=O)Nc2cccc(C)c2C)C(=O)N2CCN(C)CC2)cc1`?
DNMT1 block: 1; LMPTP block: -0.4; STEP inh: 4; SKN-1 block: 13; Neddyl block: inactive; NRP1-CendR mod: 4; SUMO1 PPI mod: -1; Scp-1 inhibitor: 1; NadD block: -4; TbMetRS inhib: -0.3

What do the screens show for `N#CCCn1cc(C(=O)Nc2ccccn2)c(-c2ccccc2)n1`?
DNMT1 block: -2; LMPTP block: 0.1; STEP inh: -2; SKN-1 block: 4; Neddyl block: inactive; NRP1-CendR mod: -12; SUMO1 PPI mod: -8; Scp-1 inhibitor: -7; NadD block: 1; TbMetRS inhib: -0.4

How did CCOC(=O)Cn1cc(C(=O)c2cccs2)c2ccccc21 do in these assays?
DNMT1 block: 2; LMPTP block: 0.5; STEP inh: 0; SKN-1 block: 4; Neddyl block: inactive; NRP1-CendR mod: 12; SUMO1 PPI mod: 1; Scp-1 inhibitor: -3; NadD block: -4; TbMetRS inhib: -0.9

How did O=P(Cc1ccccn1)(c1ccccc1)c1ccccc1 do in these assays?
DNMT1 block: 7; LMPTP block: -2.3; STEP inh: -1; SKN-1 block: 24; Neddyl block: inactive; NRP1-CendR mod: -16; SUMO1 PPI mod: -2; Scp-1 inhibitor: -3; NadD block: -3; TbMetRS inhib: -0.7

What do the screens show for `O=C(NCC1CCCO1)c1ccc2c(c1)N(Cc1ccccc1)CCS2` (centres undefined)?
DNMT1 block: -2; LMPTP block: -0.5; STEP inh: 0; SKN-1 block: 4; NRP1-CendR mod: -1; SUMO1 PPI mod: -2; Scp-1 inhibitor: -3; NadD block: 0; TbMetRS inhib: 0.4

What do the screens show for `CCCCCCN1CCN(C2CN(Cc3cn(Cc4cc(C)cc(C)c4)nn3)S(=O)(=O)C2)CC1` (centres undefined)?
LMPTP block: -1.1; SKN-1 block: -3; Neddyl block: inactive; NRP1-CendR mod: 3; SUMO1 PPI mod: 0; NadD block: -6; TbMetRS inhib: -0.7

Results for Cc1c(CC(=O)N2CCN(C(=O)C3COc4ccccc4O3)CC2)c(=O)oc2cc(O)ccc12 (centres undefined) ?
DNMT1 block: -2; LMPTP block: -0.4; STEP inh: 1; SKN-1 block: -10; Neddyl block: inactive; NRP1-CendR mod: 72*; SUMO1 PPI mod: -2; Scp-1 inhibitor: -11; NadD block: -2; TbMetRS inhib: 0.4

What do the screens show for `Fc1ccc(SCCc2ccncc2)cc1`?
DNMT1 block: -4&2; LMPTP block: -1.9&0.0; STEP inh: -1&-1; SKN-1 block: -13&-14; Neddyl block: inactive; NRP1-CendR mod: -12&2; SUMO1 PPI mod: 2&-5; Scp-1 inhibitor: -9&3; NadD block: 7&1; TbMetRS inhib: -1.2&-1.3

How did CN1OC[C@@H]2C(=O)N3CCc4c([nH]c5ccccc45)[C@@H]3C[C@@H]21 do in these assays?
DNMT1 block: -1; LMPTP block: -0.5; STEP inh: -4; SKN-1 block: -10; NRP1-CendR mod: -25; SUMO1 PPI mod: -9; NadD block: 7; TbMetRS inhib: 0.1

Results for COc1cc(/C=C(/C#N)c2ccc(F)cc2)ccc1OCc1ccc(C(=O)O)o1 ?
DNMT1 block: 6; LMPTP block: 0.9; STEP inh: 3; SKN-1 block: 17; Neddyl block: inactive; NRP1-CendR mod: 2; SUMO1 PPI mod: -7; Scp-1 inhibitor: 1; NadD block: 5; TbMetRS inhib: 1.0

How did CC(=O)N1CCOCCOCCOCC1 do in these assays?
DNMT1 block: 1; LMPTP block: -1.1; STEP inh: 0; SKN-1 block: -3; Neddyl block: inactive; NRP1-CendR mod: 14; SUMO1 PPI mod: 1; Scp-1 inhibitor: 2; NadD block: -3; TbMetRS inhib: -0.7

How did CCCCn1c(=O)c(F)cn(Cc2ccc(OC)c([N+](=O)[O-])c2)c1=O do in these assays?
DNMT1 block: -3; LMPTP block: -0.9; STEP inh: 0; SKN-1 block: -3; Neddyl block: inactive; NRP1-CendR mod: 11; SUMO1 PPI mod: -1; Scp-1 inhibitor: -8; NadD block: -5; TbMetRS inhib: 0.1

What do the screens show for `CC(C)CCNCC(=O)NC(c1ccccc1)c1ccccc1`?
DNMT1 block: 2; LMPTP block: -1.9; STEP inh: -2; SKN-1 block: 0; Neddyl block: inactive; NRP1-CendR mod: 2; SUMO1 PPI mod: 1; Scp-1 inhibitor: -5; NadD block: -8; TbMetRS inhib: 0.4

Results for C#CCOCCOCCOCCNc1nc(OC)nc(N2CCN(C(=O)[C@H](CCC(=O)O)n3cc(C(N)CO)nn3)CC2)n1 (some centres undefined) ?
DNMT1 block: 13; LMPTP block: -0.3; STEP inh: -2; SKN-1 block: -10; Neddyl block: inactive; NRP1-CendR mod: 14; SUMO1 PPI mod: 4; Scp-1 inhibitor: 10; NadD block: 1; TbMetRS inhib: -0.3

Results for Cc1nc(NC(=O)CSC2=NCCS2)sc1C(=O)N(C)C ?
DNMT1 block: 1; LMPTP block: 0.4; STEP inh: 1; SKN-1 block: 3; Neddyl block: inactive; NRP1-CendR mod: -2; SUMO1 PPI mod: -10; Scp-1 inhibitor: 7; NadD block: -3; TbMetRS inhib: -0.3

How did COC(=O)c1ccccc1NS(=O)(=O)c1ccc2c(c1)oc(=O)n2C do in these assays?
DNMT1 block: 0; LMPTP block: -0.7; STEP inh: -2; SKN-1 block: 3; Neddyl block: inactive; NRP1-CendR mod: 1; SUMO1 PPI mod: -3; Scp-1 inhibitor: -1; NadD block: -2; TbMetRS inhib: -0.8

Results for COc1ccc(-c2cc(C(=O)Nc3cccc(Cl)c3)no2)cc1 ?
DNMT1 block: 13; LMPTP block: 41; STEP inh: 11; SKN-1 block: -10; Neddyl block: inactive; NRP1-CendR mod: 0; SUMO1 PPI mod: 0; Scp-1 inhibitor: -10; NadD block: -3; TbMetRS inhib: 0.8
